Compound activity as filed in PubChem BioAssay.
Xi reactivation – activators of inactive X chromosome reactivation, primary screen, imaging, XiGFP fibroblasts, GFP high-content imaging, set 2 | XiGFP mouse fibroblasts, % GFP-positive cells imaging, 3 d; cells co-treated with 5-aza-dC sensitizer; scaled so ellipticine positive control = 100% | activation, % at 7.58 µM | 360,000 tested, 0.055% active | AID 743238, 2013;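 active = mean normalized replicate activation at least 10% and every replicate at or above 10%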;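 note: 0% = median of on-plate neutral control wells and 100% = ellipticine 6 µM median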
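Assay system: SV40-immortalized XiGFP fibroblast cells, line 68-5-11; buffer or medium: DMEM plus 5-aza-dC sensitizer; compound: one concentration, pinned; timing: compounds 3 days, fix/stain 15 min at room temperature; benchmarks: positive control ellipticine, 6 µM final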
ARNT-TACC3 inh – disruptors of ARNT/TACC3 protein interaction, primary screen, biochemical, AlphaScreen, single concentration. Transforming acidic coiled-coil-containing protein 3 (Homo sapiens), Q9Y6A5. AlphaScreen His-ARNT PAS-B/GST-TACC3 binding, luminescence; TACC3 fragment carries E629A point mutation. inhibition, % at 9.99 µM. 390,000 tested, 0.66% active;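 active = mean inhibition of replicates at least 50% and at least half of replicates each reaching 50%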;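 note: 0% = complete ARNT plus TACC3 wells and 100% = ARNT alone without TACC3; many hits fall short of the cut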
RAD52 inh – RAD52 DNA annealing inhibitors, primary screen, biochemical, FRET, single point, set 2 | inhibition, % at 18.7 µM | 360,000 tested, 0.46% active | recombinant RAD52 DNA annealing, FRET fluorescence | AID 651710, 2012 | DNA repair protein RAD52 homolog (Homo sapiens), P43351;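 active = every replicate showing at least 50% inhibition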
esBAF inh – Bmi1 luciferase reporter increase in mESCs, primary screen, esBAF inhibitor project, mouse ES cells, Bmi1 luciferase knock-in, single point; 24 h; 100% = twice the neutral-well signal; reporter increase, % at 12.5 µM; 350,000 tested, 2% active; AID 602393, 2012; in the data active = activation above about 40%;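 note: 0% = median of the plate's neutral control wells and 100% = double that signal; a rise in the Bmi1 reporter signal indicates esBAF inhibition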
ERAP1 inh – human ERAP1 aminopeptidase inhibitors, primary screen, biochemical, single point, plate reader | Endoplasmic reticulum aminopeptidase 1 (Homo sapiens), Q9NZ08 | recombinant ERAP1, Leu-AMC fluorescence, 60 min | inhibition, % at 10.7 µM | 340,000 tested, 0.15% active | AID 652197, 2013;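 active = mean replicate inhibition of at least 30%, or all replicates individually reaching that 30% level; inactive = mean below 30% and not every replicate reaching it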;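 note: 0% = neutral control wells and 100% = L-leucinethiol positive control wells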
Target sequence (Q9NZ08 whole entry, looked up): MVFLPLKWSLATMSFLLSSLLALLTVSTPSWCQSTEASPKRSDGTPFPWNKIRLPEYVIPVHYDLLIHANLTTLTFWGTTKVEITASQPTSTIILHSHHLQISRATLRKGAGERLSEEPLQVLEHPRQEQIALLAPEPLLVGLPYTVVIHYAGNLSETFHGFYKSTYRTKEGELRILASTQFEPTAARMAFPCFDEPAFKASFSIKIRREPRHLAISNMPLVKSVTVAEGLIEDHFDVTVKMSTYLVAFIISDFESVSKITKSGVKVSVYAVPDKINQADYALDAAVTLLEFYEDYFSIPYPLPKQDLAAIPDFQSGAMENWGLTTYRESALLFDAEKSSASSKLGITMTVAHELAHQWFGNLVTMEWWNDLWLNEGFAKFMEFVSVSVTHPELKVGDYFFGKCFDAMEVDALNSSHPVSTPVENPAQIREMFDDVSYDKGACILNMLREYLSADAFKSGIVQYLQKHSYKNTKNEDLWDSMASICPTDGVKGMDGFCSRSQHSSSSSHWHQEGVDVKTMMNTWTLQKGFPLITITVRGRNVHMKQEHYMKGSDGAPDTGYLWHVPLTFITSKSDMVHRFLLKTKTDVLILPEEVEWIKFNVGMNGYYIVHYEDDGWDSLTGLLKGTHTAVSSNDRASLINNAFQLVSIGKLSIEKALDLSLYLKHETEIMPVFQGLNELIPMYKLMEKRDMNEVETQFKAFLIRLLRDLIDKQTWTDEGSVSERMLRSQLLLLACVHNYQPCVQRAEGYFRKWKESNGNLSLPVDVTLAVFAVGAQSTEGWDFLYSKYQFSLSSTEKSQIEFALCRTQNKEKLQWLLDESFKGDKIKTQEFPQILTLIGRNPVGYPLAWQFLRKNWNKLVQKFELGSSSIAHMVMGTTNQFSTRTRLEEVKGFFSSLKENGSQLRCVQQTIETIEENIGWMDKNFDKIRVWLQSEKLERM
RAD54 inh – inhibitors of human RAD54 branch migration, primary screen, biochemical, fluorescence, single point; 360,000 tested, 0.14% active; inhibition, % at 10.4 µM; RAD54 Holliday junction branch migration, FAM/BHQ fluorescence; DNA repair and recombination protein RAD54-like (Homo sapiens), Q92698; AID 602329, 2012;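 active = mean normalized replicate activity at least 40 and at least half of replicates scoring 40 or more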;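 note: 0% = median of neutral control wells and 100% = median of positive control wells; inhibitors cause a drop in the FAM fluorescence signal; in these data hits start at about 50%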
INS-1E GSIS act – GLuc luminescence reporter in INS-1E cells, primary screen for activators of glucose-dependent secretion of insulin. INS-1E GLuc reporter insulin secretion, 2-3 h. activation, % at 16.6 µM. 370,000 tested, 0.61% active. AID 743287, 2014;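 active = lowest replicate activation of at least 40%, so every replicate reaches that level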;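 note: 0% = median of neutral control wells and 100% = median of IBMX positive control wells; some compounds called inactive have numbers as strong as hits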
CFTR F508del cor – F508del CFTR correction, initial screen, CFBE line, single point; AID 720511, 2013; CFBE cells, YFP halide quenching; stimulated with forskolin plus potentiator P3; % fluorescence drop versus neutral controls; activity (quench increase), % at 7.58 µM; 350,000 tested, 0.36% active;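 active = mean added fluorescence quench of at least 8% versus neutral control, with both replicates also reaching 8%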;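 note: cells transiently co-express mutant CFTR-F508del with the halide-sensitive YFP; corrector assay measuring rescue of mutant channel to the surface after 24 h compound exposure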
Active calls of the source: *; . = no result given. Rows are unselected; any-hit rate near 3.3%.

Results follow in this order: CFTR F508del cor	INS-1E GSIS act	Xi reactivation	RAD52 inh	ERAP1 inh	esBAF inh	RAD54 inh	ARNT-TACC3 inh
C[C@@H]1CN([C@H](C)CO)C(=O)c2cc(NC(=O)Nc3ccc(C(F)(F)F)cc3)ccc2O[C@@H](C)CCCCO[C@H]1CN(C)C(=O)Nc1ccc(F)cc1
  -0.5	-1	0.5	3	-4	-10	-3	.
O=C(COC(=O)C1CC1)NCCc1ccccc1
  -0.9	.	-0.1	-8	-2	-4	3	-2
COc1ccccc1C(=O)NNC(=O)c1ccc(F)cc1
  3.1	9	0.4	-16	2	.	.	.
CN1CCN(C(=O)C[C@@H]2CC[C@H]3[C@@H](COc4ccc(NC(=O)C5CCC5)cc4C(=O)N3C)O2)CC1
  0.7	8	0.0	-2	0	.	.	.
COc1ccc(OC)c(-c2cc(C(=O)Nc3c(C)n(C)n(-c4ccccc4)c3=O)no2)c1
  .	-10	.	.	.	-2	1	30
O=Cc1c(NCCc2ccc(F)cc2)c2ccccc2[nH]c1=O
  -2.1	3	0.3	-15	.	-11	-1	-2
COc1ccc(N(CC(=O)Nc2cc(Cl)ccc2C)S(=O)(=O)c2c(C)n[nH]c2C)cc1
  -0.4	2	0.0	5	-2	5	-6	18
NC(=O)CC(NC(=O)c1ccccc1)c1ccc(NCc2ccccn2)c([N+](=O)[O-])c1 (centres undefined)
  3.4	5	-0.1	-11	1	.	2	65*
COc1cccc2sc3ccc(C#CC4(O)CCCCC4)cc3c(=O)c12
  5.4	-18	0.0	.	.	23	12	-6
COc1ccc(NS(=O)(=O)c2cccc(C(=O)N/N=C/c3ccccn3)c2)cc1
  0.5	17	0.1	-9	-2	17	-6	-3
O=C(Nc1cccc(S(=O)(=O)N2CCOCC2)c1)c1ccc(Cl)nc1
  -4.7	-3	0.0	-8	1	4	2	-5
CC(=O)OC(C[N+]1(C)CCCCCC1)c1ccccc1 (centres undefined)
  -0.4	4	0.0	2	17	-5	4	-3
CS(=O)(=O)Cc1ccc(C(=O)NC2CCSc3ccccc32)cc1 (centres undefined)
  1.0	-1	0.0	-11	-3	1	1	-2
COc1ccc(CN(C2CCCC2)S(=O)(=O)c2cc(Br)ccc2Br)c(OC)c1
  1.5	6	0.1	-10	.	.	.	.
CO/N=C/CC(=O)c1ccc([N+](=O)[O-])c(CS(=O)(=O)c2ccc(Cl)cc2)c1
  -0.2	4	0.0	-5	-1	-2	-5	0

Random excerpt: 3 records from the list.
Results follow in this order: CFTR F508del cor	INS-1E GSIS act	Xi reactivation	RAD52 inh	ERAP1 inh	esBAF inh	RAD54 inh	ARNT-TACC3 inh
O=C(COC(=O)C1CC1)NCCc1ccccc1
  -0.9	.	-0.1	-8	-2	-4	3	-2
O=C(Nc1cccc(S(=O)(=O)N2CCOCC2)c1)c1ccc(Cl)nc1
  -4.7	-3	0.0	-8	1	4	2	-5
O=Cc1c(NCCc2ccc(F)cc2)c2ccccc2[nH]c1=O
  -2.1	3	0.3	-15	.	-11	-1	-2

More compounds.
Results follow in this order: CFTR F508del cor	INS-1E GSIS act	Xi reactivation	RAD52 inh	ERAP1 inh	esBAF inh	RAD54 inh	ARNT-TACC3 inh
COc1ccc(CN2CCC(=O)N(CCO)CC2)cc1OC
  -0.6	15	0.0	-101	0	-6	1	-4
Cn1c(Cn2c(=O)sc3ccccc32)nnc1SCC(=O)NCc1ccc2c(c1)OCO2
  -2.2	9	0.2	-39	.	-1	1	.
Cc1c(NC(=O)C(C)Sc2nc(N)cc(=O)[nH]2)c(=O)n(-c2ccccc2)n1C (centres undefined)
  -1.4	3	-0.1	6	2	-8	1	14
CC(C)c1nc2cc(C(=O)NC(C)c3cnn(C)c3)ccc2o1 (centres undefined)
  0.2	0	0.0	-4	-2	3	-3	2
C=CCNc1nnc(Cc2ccc(F)cc2)c(=O)[nH]1
  -1.8	-6	0.3	-6	0	8	-10	-8
C=CCNC(=S)/N=c1/ccccn1C
  -1.8	.	0.0	-4	.	.	.	-2
CC1CCN(S(=O)(=O)c2ccccc2[N+](=O)[O-])CC1
  1.4	2	-0.1	-4	3	-2	-2	2
CO[C@H]1CN(C)C(=O)c2cc(NS(=O)(=O)c3ccccc3F)ccc2OC[C@@H](C)NC[C@H]1C
  -1.3	7	-0.1	-22	-2	0	0	-7
CCOc1ccc(S(=O)(=O)N2CCN(Cc3ccc4c(c3)OCO4)CC2)cc1OCC
  0.1	1	0.0	5	-1	-12	-10	-6
O=C(N[C@H]1CC[C@@H](CC(=O)N2CCOCC2)O[C@@H]1CO)c1cccc(F)c1
  2.5	3	0.2	-8	2	-2	3	-1
O=C(O)/C=C/C(=O)NNC(=O)c1cc(-c2ccccc2)n[nH]1
  -0.4	9	0.0	-26	13	.	.	8
Cn1c(=O)c2c(ncn2CC(=O)N/N=C/C(Br)=C/c2ccccc2)n(C)c1=O
  .	18	0.5	.	.	.	-4	1
CCOc1ccc(-n2c(=O)c3sccc3n(CC(=O)NCC3CCCO3)c2=O)cc1 (centres undefined)
  -3.0	-11	0.1	-8	-1	-4	-1	-2
CCN(Cc1cc(=O)[nH]c2ccccc12)C(=O)c1ccc(C)cc1
  -0.6	19	-0.1	-2	0	4	-2	23
COc1cccc(CN(C)C(=O)C(CCSC)NS(=O)(=O)c2ccc3c(c2)OCCO3)c1OC (centres undefined)
  3.3	-3	0.0	-3	4	.	.	1

(next part)
Results follow in this order: CFTR F508del cor	INS-1E GSIS act	Xi reactivation	RAD52 inh	ERAP1 inh	esBAF inh	RAD54 inh	ARNT-TACC3 inh
O=Nc1ccc(NOC(=O)c2ccccc2)cc1
  .	6	0.0	5	-1	1	3	3
Cc1ccccc1S(=O)(=O)N1CCCc2nc(-c3ccccc3)ccc21
  0.7	2	0.3	-3	0	.	.	.
CC(C)CN(C(=O)c1cc(Cl)nc2ccccc12)C1CCS(=O)(=O)C1 (centres undefined)
  -1.0	9	0.0	-7	-2	-8	-3	19
O=C(N/N=C/c1cccc2ccccc12)c1cccc(F)c1
  0.7	-15	0.1	-1	1	37	-4	.
C[C@@H]1CN([C@H](C)CO)C(=O)c2cc(NC(=O)CCN3CCOCC3)ccc2O[C@H]1CN(C)C(=O)Nc1ccc(F)cc1
  -1.6	8	0.2	-9	-5	-1	10	-3
Cc1ccc(C(=O)OCC(=O)NNC(=O)c2ccccc2)c(O)c1
  0.3	10	0.0	-19	2	-3	-10	-3
COc1ccc(CCNC(=O)C(CC(C)C)NC(N)=O)cc1 (centres undefined)
  0.2	-8	0.0	-8	5	-9	4	-48
C[C@@H]1CCCCO[C@H](CN(C)Cc2ccncc2)[C@H](C)CN([C@@H](C)CO)C(=O)c2cc(NS(=O)(=O)c3ccc(Cl)cc3)ccc2O1
  2.4	-15	0.2	21	2	1	5	-3
O=C(Cn1[nH]c(=O)c2ccccc2c1=O)Nc1cccc(S(=O)(=O)N2CCCCCC2)c1
  -0.4	-24	0.0	-5	0	.	.	3
C[C@H]1CN([C@@H](C)CO)S(=O)(=O)c2ccc(-c3ccncc3)cc2O[C@@H]1CN(C)Cc1cccnc1
  3.1	-14	-0.4	4	0	2	10	-2
COC(C(=O)N/N=C/c1ccc(OCC(=O)N2CCOCC2)cc1)c1ccccc1 (centres undefined)
  0.9	-5	0.1	2	-3	-2	-2	-4
CCC(CC)C(=O)N(C)c1c(C)nc2c(OCc3ccc(Cl)cc3)cccn12
  4.6	-14	0.4	-4	1	9	4	.
C[C@H](CO)N1C[C@H](C)[C@H](CN(C)C(=O)C2CC2)Oc2ncc(-c3ccncc3)cc2C1=O
  0.8	13	-1.0	.	.	3	.	.
C[C@H]1CN([C@@H](C)CO)C(=O)c2cc(NC(=O)CCCN(C)C)ccc2O[C@H]1CN(C)CC1CC1
  -0.9	40	0.5	1	0	-1	-26	-3
CCCn1c(N)c(N(CCOC)C(=O)CCC2CCCCC2)c(=O)[nH]c1=O
  -2.0	-15	0.0	-3	-1	0	.	.

(list continues)
Results follow in this order: CFTR F508del cor	INS-1E GSIS act	Xi reactivation	RAD52 inh	ERAP1 inh	esBAF inh	RAD54 inh	ARNT-TACC3 inh
CC(C)NC(=O)N1[C@H](CO)[C@H](c2ccc(C#CC3CC3)cc2)[C@@H]1C#N
  -2.6	-4	0.3	-13	-1	2	5	-17
CCN(CC)C(=O)Cn1cc(SCC(=O)NCc2ccco2)c2ccccc21
  6.5	18	0.0	-14	2	.	.	-6
CC1(C(=O)NS(=O)(=O)c2ccccc2Cl)CCN1C(=O)Cc1ccc(Cl)cc1Cl (centres undefined)
  0.6	-4	0.0	-8	-8	8	6	.
CN1C(=O)c2cc(NC(=O)c3cscn3)ccc2OC[C@@H]2O[C@@H](CC(=O)N3CCOCC3)CC[C@H]21
  0.2	5	0.0	7	-3	-4	3	-4
C[C@H](NC(=O)C[C@H]1C[C@H]2c3cc(NC(=O)CC4CC4)ccc3O[C@H]2[C@H](CO)O1)c1ccccc1
  -0.8	-4	-0.1	1	-1	1	1	-9
N/C(=N\OC(=O)c1cccc(Br)c1)c1ccc([N+](=O)[O-])cc1
  -2.4	0	-0.1	-13	-3	24	-1	-31
O=C(O)c1c(F)c(F)c(F)c(F)c1-c1ccc(Cl)cc1
  1.2	3	.	-12	0	3	3	1
Cc1ccc(CNC(=O)[C@H](C)NC(=O)C2CCN(C(=O)[C@@H](N)CC(C)C)CC2)cc1
  6.0	2	.	-18	.	-2	-12	-1
O=C(CSC1=NCCS1)Nc1cccc(F)c1
  1.6	5	0.0	-11	-2	-3	0	0
O=C(N/N=C/c1cc([N+](=O)[O-])ccc1O)C1CC1
  2.5	.	0.0	-12	-1	13	-7	54*
Cn1c(CNC(=O)C2CCCCC2)cc2cc(Cl)ccc21
  -2.1	9	0.2	-30	0	-4	-10	-4
CCn1c(-c2ccccn2)nc2cc(S(=O)(=O)N(C)C)ccc21
  -1.5	12	0.0	-26	-3	31	-15	-24
CCOCCCNC(=O)c1ccc(NC(=O)C2CCCO2)cc1 (centres undefined)
  3.0	4	0.4	-10	-5	-8	2	-3
